PhoP GFP inhibition: Inhibition of PhoP regulon, Salmonella typhi GFP reporter cells, confirmation, 4 h (AID 1850). Salmonella Typhi PhoP-promoter GFP reporter, fluorescence, 4 h; higher % means a stronger effect. 310,000 tested, 0.33% active. one-dose inhibition, % at 50 µM; IC50 in µM for titrated hits; in the data active = a potency from the dose series; inconclusive = inhibition mostly from about 25% at the one dose, without a potency; inactive = the rest, 99 in 100 with inhibition below about 19%;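 also: 0% = induced wells with vehicle and 100% = uninduced wells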
M. tuberculosis: growth inhibition of non-replicating M. tuberculosis (AID 488890); Mycobacterium tuberculosis non-replicating, growth inhibition; higher % means a stronger effect; inhibition, % at 25 µM; hits with a dose series show IC50 in µM; 320,000 tested, 0.39% active; in the data active = a potency from the dose series; inconclusive = inhibition mostly from about 82% at the one dose, without a potency; inactive = the rest, 99 in 100 with inhibition below about 76%;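 also: plate controls were DMSO cells for no effect and high antibiotic wells for full effect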
VEEV TC-83 Vero: inhibitors of VEEV TC-83 cytopathic effect, confirmation, Vero cells (AID 588727); Vero cells, VEEV TC-83 cytopathic effect inhibition; higher % means a stronger effect; inhibition, % at 20 µM, or IC50 in µM where a hit was titrated; 350,000 tested, 0.13% active; in the data active = a potency from the dose series; inconclusive = inhibition mostly from about 14% at the one dose, without a potency; inactive = the rest, 99 in 100 with inhibition below about 12%; also: strong numbers were not always called active
influenza NS1A: H1N1 influenza NS1A inhibitors, functional cell based assay (AID 504329); inhibition, % at 12.5 µM, or IC50 in µM where a hit was titrated; NS1A functional cell-based assay, percent inhibition; higher % means a stronger effect; 340,000 tested, 0.3% active; in the data active = a potency from the dose series; inconclusive = inhibition above about 27% without an active follow-up result; also: strong numbers were not always called active
M. tuberculosis HTS: M. tuberculosis growth inhibition, HTS (AID 449762). M. tuberculosis H37Rv growth inhibition, 7H9 media; higher % means a stronger effect. inhibition, % at 25 µM; hits with a dose series show IC50 in µM. 330,000 tested, 0.59% active; in the data active = a potency from the dose series; inconclusive = inhibition above about 70% without an active follow-up result;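 also: bacterial growth assessed after seven days of incubation; strong numbers were not always called active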
VEEV TC-83 Vero 10K pilot screen: further read-out of VEEV TC-83 Vero, marked with its call; inhibition, %; measured here: 10K pilot screen inhibition
The depositor's hits bear a star; i = inactive; ? = inconclusive; . = not tested or not shown.

SMILES | PhoP GFP inhibition | M. tuberculosis | VEEV TC-83 Vero | influenza NS1A | M. tuberculosis HTS | others
CCOc1ncccc1C(=O)OCC(=O)NC(=O)c1ccccc1 | . | -19% | i | -8% | -5%
COc1ccc(CN2CCSCC2)cc1O | 20% | 1% | 1.8% | 4% | -7%
Cc1ccc(C)c(NC(=O)c2ncn[nH]2)c1 | -2% | -1% | 0.1% | -5% | -8%
O=C(O/N=C/c1ccc2c(c1)OCO2)c1ccc([N+](=O)[O-])cc1 | 6% | i | 1.3% | -11% | ?
CN(CC(=O)NC1CCCCCC1)S(=O)(=O)c1ccc(F)cc1 | -13% | 7% | 1.8% | -13% | -2%
N#CC1(c2c(O)nc3n(c2=O)CCCS3)CCCCC1 | 15% | 16% | 0.5% | 0% | 8%
COc1ccc(NS(=O)(=O)NC(=O)c2c(C)n(C)c3ccccc23)cc1 | -22% | 74% | 0.1% | -5% | 65%
Cc1cc(=O)oc2cc(OCC(=O)NC3CCN(Cc4ccccc4)CC3)c(Cl)cc12 | 3% | 10% | 0.8% | 3% | 7%
Cc1nnc(NC(=O)CSc2ncnc3c2cnn3-c2ccccc2C)s1 | 10% | -9% | 0.3% | -1% | 4%
Cc1onc(-c2c(F)cccc2Cl)c1C(=O)NC(=S)Nc1c(C)n(C)n(-c2ccccc2)c1=O | 8% | 31% | i | 1% | -6%
CCOc1cc(C#N)ccc1OCC(=O)NNC(=O)CC1CCS(=O)(=O)C1 (centres undefined) | . | . | 4.9% | -6% | .
O=C(C[n+]1ccccc1)N/N=C/c1ccccc1F | 9% | -6% | 1.2% | . | -7%

Compounds above that contain an aryl methoxy group:
SMILES | PhoP GFP inhibition | M. tuberculosis | VEEV TC-83 Vero | influenza NS1A | M. tuberculosis HTS | others
COc1ccc(CN2CCSCC2)cc1O | 20% | 1% | 1.8% | 4% | -7%
COc1ccc(NS(=O)(=O)NC(=O)c2c(C)n(C)c3ccccc23)cc1 | -22% | 74% | 0.1% | -5% | 65%

(next part)
SMILES | PhoP GFP inhibition | M. tuberculosis | VEEV TC-83 Vero | influenza NS1A | M. tuberculosis HTS | others
O=c1oc2ccc([N+](=O)[O-])cc2c(N2CCOCC2)c1[N+](=O)[O-] | -10% | -3% | . | . | -6%
COc1ccc(OC)c(S(=O)(=O)Nc2cccc(O)c2)c1 | 14% | -11% | 1.3% | 2% | 0%
O=[N+]([O-])c1ncccc1OCc1ccccc1Br | -15% | 27% | i | -4% | 0%
Cc1ccc(C)c(C(=O)N(Cc2nc(-c3ccc(Cl)cc3)no2)C(C)C)c1 | -10% | . | 2.1% | -11% | -1%
CCOc1ccccc1NC(=O)CC1Nc2ccccc2NC1=O (centres undefined) | -5% | 25% | 8.3% | -2% | -2%
CC(=O)Nc1ccc(C=NN=C2c3ccccc3-c3ccccc32)cc1 | . | . | 4.0% | 16% | .
Cc1cc(CNC(=O)C(C)Cc2ccccc2)nn1C (centres undefined) | 0% | -1% | 0.4% | 4% | -9%
COc1ccc2c(c1OC)C(=O)N1c3ccccc3C(=O)N(c3ccccc3)C21 (centres undefined) | -11% | 9% | 9.6% | -16% | -9%
O=C(CSc1nnc(NC(=O)C2CCC2)s1)Nc1ccccc1F | 14% | 12% | 1.9% | 4% | -1%
CC1(C)CC(=O)c2sc(NS(=O)(=O)c3ccc(Cl)cc3)nc2C1 | 7% | 10% | 1.6% | 0% | -1%
CSCCOC(=O)COc1ccc(/C=N/NC(=O)c2c(Cl)cnn2C)cc1 | 0% | 8.8µM* | 2.4% | -8% | 9µM*
COCCN(C(=O)CC1C(=O)NCCN1CC(c1ccccc1)c1ccccc1)C(C)C (centres undefined) | -9% | 8% | 0.4% | -5% | 1%

Arranged by molecular weight (descending): six of the compounds above
SMILES | PhoP GFP inhibition | M. tuberculosis | VEEV TC-83 Vero | influenza NS1A | M. tuberculosis HTS | others
COCCN(C(=O)CC1C(=O)NCCN1CC(c1ccccc1)c1ccccc1)C(C)C (centres undefined) | -9% | 8% | 0.4% | -5% | 1%
CSCCOC(=O)COc1ccc(/C=N/NC(=O)c2c(Cl)cnn2C)cc1 | 0% | 8.8µM* | 2.4% | -8% | 9µM*
CC(=O)Nc1ccc(C=NN=C2c3ccccc3-c3ccccc32)cc1 | . | . | 4.0% | 16% | .
CCOc1ccccc1NC(=O)CC1Nc2ccccc2NC1=O (centres undefined) | -5% | 25% | 8.3% | -2% | -2%
COc1ccc(OC)c(S(=O)(=O)Nc2cccc(O)c2)c1 | 14% | -11% | 1.3% | 2% | 0%
Cc1cc(CNC(=O)C(C)Cc2ccccc2)nn1C (centres undefined) | 0% | -1% | 0.4% | 4% | -9%

Later entries:
SMILES | PhoP GFP inhibition | M. tuberculosis | VEEV TC-83 Vero | influenza NS1A | M. tuberculosis HTS | others
CCOc1ccccc1Nc1cc(C)nc2ccc(C)cc12 | -6% | 44% | i | 6% | 5%
CC(C)(CO)Nc1ncnc2onc(-c3ccc(F)cc3)c12 | -5% | 4% | i | -12% | 9%
CCC(C)NC(=O)c1ccccc1NS(=O)(=O)c1ccc(OC)c(OC)c1 (centres undefined) | 11% | -1% | 1.1% | -1% | -11%
CCOC(=O)N1CCN(C(=O)CN(c2ccc(C)c(C)c2)S(=O)(=O)c2ccccc2)CC1 | 2% | 14% | 3.5% | -3% | 4%
C=C1CCN(c2ccc(C(=O)NCCC)cc2[N+](=O)[O-])CC1 | 1% | 46% | 0.2% | 13% | 53%
COC(=O)c1cnc(SCC(=O)c2ccccc2)n1C | -1% | 11% | 1.0% | 4% | 2%
CN(C)C(/C=C/Nc1cccc(Br)c1)=C(C#N)C#N | 7% | 36% | i | . | -7%
CCOC(=O)c1sc(NC(=O)C(C)(C)C)cc1C | -4% | . | 0.7% | -2% | -3%
CSc1nnc(-c2ccc(S(=O)(=O)N3CCOCC3)cc2)n1CC1CCCO1 (centres undefined) | -7% | -1% | i | 1% | -14% | VEEV TC-83 Vero 10K pilot screen=0.0
CN1CCN(C(=O)C2=C[C@H](c3ccc(C(F)(F)F)cc3)C[C@H](OCc3ccc(CO)cc3)O2)CC1 | 2% | 1% | i | 2% | 7%
COc1ccc(OC)c(N(CC(=O)N2CCC(C)CC2)S(=O)(=O)c2ccc(OC)c(OC)c2)c1 | 5% | 8% | 4.6% | -12% | 3%
Cc1ccc(SCC(=O)NC(=O)c2ccccc2Br)c(C)c1 | . | 16% | 3.0% | -16% | 4%
O=C1Nc2ccccc2Sc2ccccc21 | 4% | -6% | 0.8% | -13% | 4%
O=C(NNC(=O)c1sc2cccc(Cl)c2c1Cl)NC1CCCCC1 | -8% | -15% | 3.0% | 5% | 5% | VEEV TC-83 Vero 10K pilot screen=0.9
CC(C)c1ccc(OCC(=O)Nc2cccc(C(=O)Nc3ccccc3C(=O)O)c2)cc1 | 15% | 48% | 1.0% | -4% | 4%
CCOC(=O)c1c(C)n(C)c2ccc(OCC(O)CNC(CC)CO)cc12 (centres undefined) | 6% | 30% | 0.4% | 6% | -5%
O=C1NC(=O)C(CCc2ccncc2)(CCc2ccncc2)C(=O)N1Cc1ccccc1 | 2% | -2% | 0.9% | -8% | 2%
Cc1ccccc1N(Cc1nnc2n1CCCCC2)C(=O)Nc1ccccc1 | 11% | -15% | 1.2% | 0% | -4%
COc1c2c(c(C)c3c1C(=O)OC3)O[C@@]1(C)CC[C@@]3(O)C(C)(C)OC(=O)CC[C@]3(C)[C@H]1C2 | 0% | -2% | 0.8% | 7% | -9%
CSc1nnc(-c2ccco2)c(-c2ccco2)n1 | 4% | 30% | i | 9% | -5% | VEEV TC-83 Vero 10K pilot screen=0.9
O=C(Nc1ccccc1F)c1ccc2ncsc2c1 | 8% | 4% | 0.3% | 12% | 3%
COc1ccc(S(N)(=O)=O)cc1C(=O)NCCCN1CCN(c2ccc(C)cc2)CC1 | 1% | 70% | 1.4% | -21% | -6%
COc1ccc2cc(CCNC(=O)c3cc4ccccc4o3)c(=O)[nH]c2c1 | -6% | -4% | 7.4% | -10% | -8%
Cc1cc(NS(=O)(=O)c2ccc(NC(=O)COc3ccccc3Cl)cc2)no1 | -2% | 36% | 0.7% | 4% | -14%

Structures from the list above that contain an NH in an aromatic ring, in the order listed:
SMILES | PhoP GFP inhibition | M. tuberculosis | VEEV TC-83 Vero | influenza NS1A | M. tuberculosis HTS | others
Cc1ccc(C)c(NC(=O)c2ncn[nH]2)c1 | -2% | -1% | 0.1% | -5% | -8%
COc1ccc2cc(CCNC(=O)c3cc4ccccc4o3)c(=O)[nH]c2c1 | -6% | -4% | 7.4% | -10% | -8%

Carrying on.
SMILES | PhoP GFP inhibition | M. tuberculosis | VEEV TC-83 Vero | influenza NS1A | M. tuberculosis HTS | others
Cn1c(=O)c2c(nc(NCCCO)n2CCc2ccccc2)n(C)c1=O | -3% | -12% | 2.4% | 4% | 4%
CN(C)c1ccc(Nc2cc(Cl)ncn2)cc1 | 0% | 50% | 0.8% | 9% | 5%
NCCCC[C@@H](C(=O)NCCCCCCCCCCC(=O)N1CCNCC1)n1cc(CCCC(=O)O)nn1 | 3% | -14% | 0.1% | -7% | -3%
Cc1ccc(C(=O)N2CCN(S(=O)(=O)c3ccc(C)c([N+](=O)[O-])c3)C2)cc1 | 0% | 4% | 1.8% | -8% | 3%
O=C(Cn1cnc2c(nnn2Cc2ccc(F)cc2)c1=O)Nc1ccccc1 | -3% | -2% | i | -5% | 5%
Cc1ccc(NC(=O)COC(=O)c2ccccc2-c2nc3ccccc3s2)c(C)c1 | 4% | 0% | 0.3% | -7% | 7%
COc1cccc(CNC(=O)CCC2CCCN(C(=O)c3ccccc3N(C)C)C2)c1 (centres undefined) | -11% | -13% | 1.2% | -3% | -8%
COc1cc(C(=O)NNC(=O)c2ccccc2OCc2c(C)noc2C)cc(OC)c1OC | . | 40% | 0.6% | -4% | -3%
Cc1nn(C)c(C)c1CN(C)C(=O)c1cc2n(n1)C(C(F)(F)F)CC(c1cccs1)N2 (centres undefined) | -1% | 20% | i | 2% | 1%
O=C(O)C[C@H]1c2ccc(C(F)(F)F)cc2S(=O)(=O)N1C1CCCCC1 | -1% | -6% | 0.8% | 7% | -1%
CCOC(=O)c1ccccc1NC(=O)COC(=O)C(Cc1c[nH]c2ccccc12)NC(C)=O (centres undefined) | . | . | 4.7% | -1% | .
O=C(Nc1cc2c(cc1[N+](=O)[O-])OCCO2)c1cccnc1 | . | -1% | . | . | 5%
CC(OC(=O)CCc1nc2ccccc2[nH]c1=O)c1ccccc1 (centres undefined) | 12% | 14% | 2.6% | -6% | 10%
O=C(CCN1C(=O)/C(=C/c2ccc(F)cc2)SC1=S)Nc1cccnc1 | 9% | 3% | 1.2% | -7% | -2%
O=C(CSc1ncnc2scc(-c3ccccc3)c12)N1CCN(c2ccccc2F)CC1 | 3% | 27% | 12% | -8% | -3%
CC1Cc2cc(S(=O)(=O)N3CCN(c4ccc(Cl)cc4)CC3)ccc2N1C(=O)C1CC1 (centres undefined) | 9% | -4% | i | 0% | 1%
COc1ccc(OC)c(C2C(C#N)=C(N)N(N(C)C)C3=C2C(=O)CC(C)(C)C3)c1 (centres undefined) | -5% | 2% | i | -7% | -4%
COc1cc(NC(=O)C2CCN(S(=O)(=O)c3cccs3)CC2)cc(OC)c1 | -7% | 15% | 8.0% | 8% | -16%
Cn1cc(Cl)nc1C(O)c1ccccc1 (centres undefined) | 0% | -20% | 0.2% | 2% | -5%
Cc1ccc2oc(Nc3nc(C)cc(C)n3)nc2c1 | 3% | 68% | 0.8% | -8% | 2%
CC1CCCCCCC1OC(=O)c1ccccc1C(=O)O (centres undefined) | . | . | 1.0% | 2% | .
O=C(Cc1ccccc1)Nc1cccc(N2CCCC2)c1 | -4% | 51% | i | 12% | -3%
COCC(=O)Nc1cc(C(=O)Nc2ccccc2)ccc1Cl | -5% | 1% | . | . | 2%
Cc1ccc(C(=O)Nc2ccon2)cc1S(=O)(=O)N1CCCCCC1 | 2% | 10% | 1.7% | 0% | -1%
CCOc1cc(/C=C2/SC(=S)N(C)C2=O)ccc1Oc1ccc([N+](=O)[O-])cc1[N+](=O)[O-] | -3% | -18% | . | . | 2%
COc1ccc(N(CC(=O)NCCSCc2ccccc2Cl)S(C)(=O)=O)cc1Cl | -3% | 2% | 1.3% | -1% | 2%

Already shown: three of the compounds above.
SMILES | PhoP GFP inhibition | M. tuberculosis | VEEV TC-83 Vero | influenza NS1A | M. tuberculosis HTS | others
CC(OC(=O)CCc1nc2ccccc2[nH]c1=O)c1ccccc1 (centres undefined) | 12% | 14% | 2.6% | -6% | 10%
O=C(CCN1C(=O)/C(=C/c2ccc(F)cc2)SC1=S)Nc1cccnc1 | 9% | 3% | 1.2% | -7% | -2%
O=C(CSc1ncnc2scc(-c3ccccc3)c12)N1CCN(c2ccccc2F)CC1 | 3% | 27% | 12% | -8% | -3%

Source: PubChem
